TRPV1 agonist: activates the human vanilloid receptor TRPV1; activation, % at 8.33 µM; TRPV1-expressing cells, Fluo-8 calcium influx, agonist mode; 320,000 tested, 0.19% active; Q8NER1; in the data active means activation above about 80%; inconclusive means between about 30% and that limit; further: 0% is about no effect
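TRPV1-expressing cells were cultured overnight at 35.5C and loaded with Fluo-8 calcium dye for 40 to 90 min at room temperature. After a 10 s baseline, compound was added and calcium influx was read kinetically for 3 min (ex 480/em 520 nm).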
NPC1 promoter act: activators of NPC1 promoter; Huh7 NPC1 promoter luciferase reporter, 24 h; Potency, µM (highest dose often 9.22 µM), without a hit: at the top dose activation, hits mostly activators; 320,000 tested, 2.4% active;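 further: potency means the concentration at half of the fitted maximal effect; % of control where 0% means no effect; nearly all actives have a fitted effect of over 60% in size; reporter is driven by a mutant NPC1 promoter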
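Huh7 reporter cells (NPC1 promoter driving luciferase) are dosed with compound for 24 h at 37 °C, 5% CO2; luciferase detection reagent is then added and luminescence measured after 10 min at ambient temperature.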
ELG1 repair inh: blocks ELG1-dependent DNA repair in HEK293T cells; HEK293T ELG1-luciferase reporter, luminescence, 16 h; DNA damage induced by 5-fluorouridine; Potency, µM (doses to about 46.1 µM), without a hit: top-dose activity change, negative = inhibition, actives largely listed as inhibitors; 330,000 tested, 2.3% active; further: potency means the concentration at half of the fitted maximal effect; on the % scale 0 is the no-effect control and ±100 the full control effect; nearly all actives have a fitted effect of over 55% in size
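HEK293T cells expressing luciferase-tagged ELG1 (2,000/well) received 5-Fluorouridine plus compound or DMSO for 16 hr at 37 °C. Luciferase was read by ONE-Glo luminescence after 30 min at room temperature.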
Tb PFK inh: blocks T. brucei phosphofructokinase | Potency, µM (titrated, usually from 57.5 µM), inactives show at the top dose activity, negative = inhibition, hits mostly inhibitors | 330,000 tested, 0.17% active | T. brucei PFK, ADP-Glo luminescence;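 further: potency means the concentration at half of the fitted maximal effect; 0% = uninhibited 1x PFK enzyme wells and -100% = no-enzyme wells; nearly all actives have a fitted effect of over 60% in size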
Target sequence (O15648 whole entry, looked up): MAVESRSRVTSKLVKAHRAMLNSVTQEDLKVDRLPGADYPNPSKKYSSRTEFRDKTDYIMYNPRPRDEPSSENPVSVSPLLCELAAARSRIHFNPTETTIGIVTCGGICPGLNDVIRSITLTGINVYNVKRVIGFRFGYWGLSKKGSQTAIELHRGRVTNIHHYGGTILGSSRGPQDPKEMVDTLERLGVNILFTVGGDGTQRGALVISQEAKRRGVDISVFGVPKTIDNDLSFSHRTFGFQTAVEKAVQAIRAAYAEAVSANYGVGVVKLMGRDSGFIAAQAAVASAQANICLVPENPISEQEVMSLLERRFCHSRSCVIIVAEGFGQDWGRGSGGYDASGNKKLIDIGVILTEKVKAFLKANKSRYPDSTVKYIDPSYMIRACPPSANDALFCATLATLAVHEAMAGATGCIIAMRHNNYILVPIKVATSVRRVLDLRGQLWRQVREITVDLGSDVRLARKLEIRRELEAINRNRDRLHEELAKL
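ADP-Glo luminescence quantified ADP after 45 min at room temperature, with 1.25 nM T. brucei PFK, 0.1 mM ATP and 0.5 mM fructose-6-phosphate in pH 8.0 TEA buffer. qHTS titrations up to 57 µM; curves classified by quality.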
p53 reactivator: mutant p53 re-activation in reporter cells; H1299 p53-A138V BP100-luciferase reporter, luminescence, 24 h; Potency, µM (doses to about 92.2 µM), for inactives: top-dose activity change, positive = activation, usual class: activators; 320,000 tested, 0.063% active; AID 504706; further: potency means the concentration at half of the fitted maximal effect; % of control where 0% means no effect; nearly all actives have a fitted effect of over 45% in size
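H1299 (p53-null), stable ts p53-A138V + BP100-Luc; 1000 cells/well, Opti-MEM/10% FBS; cpd 4 pt, 1:5; 24 h, 37 deg C, 5% CO2; detection reagent 10 min RT; luminescence.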
BRCA1 expr up: BRCA1 expression activation | AID 624202 | Potency, µM (top dose mostly 46.1 µM), for the others: at the top dose activation, most hits filed as activators | 380,000 tested, 1.1% active | MCF7-BRCA1-FFLuc reporter, luminescence, 48 h; response scale: scaled: vehicle 0%, 10 µM genistein 100%; further: potency means the concentration at half of the fitted maximal effect; nearly all actives have a fitted effect of over 80% in size; some results filed as inactive show a strong effect at the top dose
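Compounds are tested at multiple concentrations on MCF7 BRCA1-luciferase reporter cells seeded at 2000 per well; after 48 h, a single luminescence end-point is taken and curves fitted to the normalized data.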
Gal4-VP16 FLuc: inhibits Gal4-VP16 luciferase reporter, ROR gamma counter-screen | Drosophila S2 Gal4-VP16 UAS-luciferase, luminescence, 20 h | Potency, µM (series often up to 53.6 µM), for the others: top-dose activity, negative = inhibition, hits mostly inhibitors | 310,000 tested, 3.5% active;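 further: Gal4-VP16 expression switched on by copper sulfate through the metallothionein promoter; potency means the concentration at half of the fitted maximal effect; on the % scale 0 is the no-effect control and ±100 the full control effect; nearly all actives have a fitted effect of over 50% in size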
FLuc modulator: inhibits or activates purified firefly luciferase, miR-21 counter-screen. P08659. purified FLuc, Km substrates, luminescence inhibition. 360,000 tested, 6.9% active. Potency, µM (series often up to 57.5 µM), without a hit: top-dose activity change, negative = inhibition, usual class: inhibitors;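 further: potency means the concentration at half of the fitted maximal effect; plate controls were vehicle for no effect and reference inhibitor for full effect; nearly all actives have a fitted effect of over 55% in size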
Target sequence (P08659 whole entry, looked up): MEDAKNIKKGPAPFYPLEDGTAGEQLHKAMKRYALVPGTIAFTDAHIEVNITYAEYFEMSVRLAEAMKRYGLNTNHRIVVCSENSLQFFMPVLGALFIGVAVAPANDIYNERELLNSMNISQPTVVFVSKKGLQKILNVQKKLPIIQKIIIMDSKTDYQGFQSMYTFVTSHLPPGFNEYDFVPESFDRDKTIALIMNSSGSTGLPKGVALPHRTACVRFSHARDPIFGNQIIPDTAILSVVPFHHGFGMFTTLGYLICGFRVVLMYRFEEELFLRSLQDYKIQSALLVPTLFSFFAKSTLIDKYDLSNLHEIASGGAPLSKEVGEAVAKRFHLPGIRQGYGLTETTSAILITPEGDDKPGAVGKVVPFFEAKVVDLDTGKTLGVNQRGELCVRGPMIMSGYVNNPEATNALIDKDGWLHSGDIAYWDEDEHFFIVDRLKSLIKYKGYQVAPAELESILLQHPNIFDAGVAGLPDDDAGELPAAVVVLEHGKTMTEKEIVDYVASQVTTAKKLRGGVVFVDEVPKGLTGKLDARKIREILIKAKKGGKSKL
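Purified P. pyralis luciferase (10nM final) with 10uM D-luciferin and 10uM ATP (Km levels) in 50mM Tris acetate pH 7.5, 10mM Mg acetate, 0.01% Tween-20, 0.05% BSA; qHTS 6-point titration, ~60 µM downward; luminescence read.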
RORg inh: inhibitors of mouse ROR gamma transcriptional activity; P51450; Drosophila S2 Gal4-RORgamma UAS-luciferase reporter, 20 h; Potency, µM (series often up to 53.6 µM), for the others: top-dose activity change, negative = inhibition, usual class: inhibitors; 310,000 tested, 5.4% active; further: potency means the concentration at half of the fitted maximal effect; on the % scale 0 is the no-effect control and ±100 the full control effect; nearly all actives have a fitted effect of over 60% in size
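Compounds are pin-transferred onto Drosophila Schneider cells expressing a copper-inducible Gal4–ROR gamma transactivation domain fusion. After 1 hr, copper sulfate is added to 700 uM final; luciferase is read 20 hr later.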
Rab9 prom act: activates the Rab9 promoter. AID 485297. Huh7 Rab9 promoter-luciferase reporter, luminescence, 24 h. 320,000 tested, 2.8% active. Potency, µM (top dose mostly 9.22 µM), for inactives: at the top dose activation, negative = inhibition, most hits filed as activators; further: potency means the concentration at half of the fitted maximal effect; % of control where 0% means no effect; nearly all actives have a fitted effect of over 60% in size
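Luminescence from Amplite-detected luciferase (10 minutes, ambient) reports Rab9 promoter activation. Before that, stable Rab9-luciferase Huh7 cells (1500/well, reduced-serum OP-MEM I plus 10% FBS) were exposed to compound for 24 hours at 37C.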
ELG1 genotox: genotoxicity induction in ELG1-luciferase HEK293T cells; HEK293T ELG1-luciferase reporter, luminescence, 16 h; Potency, µM (doses to about 46 µM), for inactives: at the highest dose activity change, positive = activation, usual class: activators; 330,000 tested, 1.3% active; AID 504466; further: potency means the concentration at half of the fitted maximal effect; % of control where 0% means no effect; nearly all actives have a fitted effect of over 60% in size
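Genotoxicity was scored as increased ELG1-luciferase reporter signal, measured by ONE-Glo luminescence (30 min, room temperature). Compound or vehicle exposure of the HEK293T reporter cells lasted 16 hr at 37°C.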
* hit, by the source's call; u = inconclusive; x = not tested or not shown; [ ] = remark or other dose. Unless noted, the call rests on the fitted dose curve; in most records, active means well fitted curve in the direction sought with a large enough effect; inconclusive means small, poorly fitted or top-dose-only effect, or another doubt; inactive means no such curve, though single readings can be large; an effect the other way counts as inactive or inconclusive.

SMILES	TRPV1 agonist	NPC1 promoter act	ELG1 repair inh	Tb PFK inh	p53 reactivator	BRCA1 expr up	Gal4-VP16 FLuc	FLuc modulator	RORg inh	Rab9 prom act	ELG1 genotox
Cc1cc(C)c2c(=O)[nH]c(SCC(=O)NCCc3ccccc3)nc2n1	-2	0%	-6%	6%	9%	6%	-9%	4%	37%	4%	3%
CCN(CC)S(=O)(=O)c1cccc(NC(=O)C2SC(=Nc3ccc(C)cc3C)C(C(=O)NC(C)COC)=C2N)c1 (centres undefined)	-1	-1%	u	1%	17%	-76%[inhibitor]	-8%	6%	5%	-2%	-10%
Cc1c(C)n(CC(O)CN2CCCCCC2)c2ccccc12 (centres undefined)	3	2%	-17%	0%	-21%	-23%	1%	1%	-7%	0%	-4%
CC(=O)c1cccc(NC(=S)N2CCN(S(C)(=O)=O)CC2)c1	-1	-3%	-1%	-10%	-1%	-1%	0%	-1%	-1%	-5%	5%
Cn1c(=O)cc(SCC(=O)NCCCN2CCN(c3ccccc3F)CC2)c2ccccc21	-1	8%	16%	1%	-12%	-8%	4%	-1%	-16%	-13%	1%
COc1cccc(/C=C/C(=O)NNC(=O)c2ccncc2)c1OC	-2	5%	u	-1%	u	4%	x	21µM*	x	8%	5%
O=C(CCN1C(=O)/C(=C\c2ccccc2)SC1=S)N1CCOCC1	u	-15%	-4%	-20%	u	-1%	9%	-7%	-23%	-13%	-6%
O=c1[nH]c(/C=C/c2ccc(Br)cc2)nc2ccccc12	1	0.32µM*	u	0%	u	u	0%	0.17µM*	-19%	0.4µM*	u
C=CCOc1ccc(CN(C)C(=O)C2CCCO2)cc1 (centres undefined)	0	-1%	u	2%	4%	34%	-14%	-11%	10%	4%	7%
COc1ccc(C(C)=O)cc1CSCCC(=O)O	0	-3%	1%	-2%	-1%	16%	-4%	2%	-11%	-1%	-1%
Cc1ccccc1-n1nc(C)c2c(C(=O)NN)cc(-c3ccncc3)nc21	0	-6%	-14%	0%	-3%	12%	-4%	-1%	-4%	-32%[inhibitor]	2%
Nc1ncc(Br)cc1S(=O)(=O)NCCc1ccccc1	4	-1%	11%	-1%	-1%	-7%	-1%	-1%	8%	2%	-5%
c1ccc(Nc2ccccn2)nc1	-3	-1%	10%	0%	12%	12%	6%	5%	-3%	-3%	0%
COc1cc(OC)cc(C(=O)NCCCn2ccnc2)c1	0	0%	-1%	0%	-2%	-25%	3%	1%	-24%	-1%	2%
CC1CC(C)CN(S(=O)(=O)N2CCCC(C(=O)NC3CCCCC3C)C2)C1 (centres undefined)	29	0%	9%	0%	-2%	-1%	1%	6%	-14%	-7%	2%
COc1ccc(S(=O)(=O)N/N=C\c2ccc([N+](=O)[O-])o2)c(OC)c1	-2	-1%	-7%	4%	8%	-4%	-8%	-1%	22%	-2%	1%
CCc1ccc(-c2csc(NC(=O)Oc3ccccc3)n2)cc1	1	u	u	-3%	14µM*	7.9µM*	u	6µM*	u	u	u
O=C1c2ccccc2NC(c2ccc(-c3cccc([N+](=O)[O-])c3)o2)N1O (centres undefined)	0	-3%	u	-1%	17%	-49%	u	u	u	-5%	0%
Cc1c(C(=O)N2CCOCC2)c(S(=O)(=O)Nc2ccccc2)c(C)n1C	-1	2%	13%	10%	6%	-5%	-12%	3%	1%	1%	1%
COc1cc(/C=C2/C(=N)N3N=C(CC(=O)N4CCOCC4)SC3=NC2=O)ccc1OCc1ccc(F)cc1	1	1%	u	1%	u	26%	-6%	u	1%	8%	u
C[N+]1(CC(O)COc2ccccc2)CCN(C(=O)c2ccc([N+](=O)[O-])cc2)CC1 (centres undefined)	-3	-3%	8%	-8%	4%	-2%	-2%	1%	-9%	3%	0%
Cc1cccc(NC(=S)NNC(=O)c2ccco2)c1	5	-3%	u	3%	14%	-4%	-8%	u	-21%	1%	1%
O=C(O)C1CCC(=O)N(C2CC2)C1c1ccccc1 (centres undefined)	-3	-4%	u	0%	1%	2%	-4%	-1%	-1%	4%	2%
CCOc1ccc(-n2c(-c3ccco3)nc3c(cnn3-c3ccc(C)cc3)c2=O)cc1	5	-1%	5%	0%	0%	0%	2%	-3%	-8%	-15%	-4%
CCSc1nnc(NC(=O)CSc2nnc(CNC(=O)c3ccc(OC)cc3)o2)s1	0	-3%	-2%	-3%	-1%	-21%	-26%	u	u	2%	1%
(listing goes on)
SMILES	TRPV1 agonist	NPC1 promoter act	ELG1 repair inh	Tb PFK inh	p53 reactivator	BRCA1 expr up	Gal4-VP16 FLuc	FLuc modulator	RORg inh	Rab9 prom act	ELG1 genotox
CCOC(=O)CC(NC(=O)c1cc2ccccc2oc1=O)c1cccc([N+](=O)[O-])c1 (centres undefined)	13	-3%	-26%	10%	3%	-15%	-2%	-2%	24%	-1%	-4%
Cc1ccc(C)c(N2CCN(C(=O)C3CCCCN3S(=O)(=O)c3ccc(F)cc3)CC2)c1 (centres undefined)	8	-3%	u	1%	5%	-44%	-2%	10%	21%	-1%	-20%
COC(=O)c1ccccc1NC(=O)NCc1ccco1	0	2%	3%	-1%	-9%	-2%	x	3%	38%[0.365 µM]	-4%	4%
O=C(Nc1ccnn1C1CCN(C(=O)c2ccc(Cl)c(F)c2)CC1)C1CCOC1 (centres undefined)	0	2%	8%	-2%	3%	10%	0%	-2%	-9%	3%	1%
O=C(Cn1cnc2sc3c(c2c1=O)CCCC3)NCC(=O)Nc1c(F)cc(F)cc1Br	0	-2%	0%	17%	7%	-44%	1%	0%	-2%	0%	0%
O=C(O)c1ccccc1-c1ccccc1C(=O)Nc1ccccc1	0	-2%	5%	6%	7%	1%	-6%	0%	-1%	-1%	2%
CCSC(=Nc1ccccc1)Nc1ccccc1	9	-1%	4%	-4%	0%	2%	-15%	4%	1%	0%	-3%
O=S1(=O)CCC(NS(=O)(=O)c2cccc3cccnc23)C1 (centres undefined)	3	1%	-1%	-4%	-5%	5%	14%	4%[2.3 µM]	-1%	3%	1%
Cc1cccc(-c2nnn(Cc3nnc(NC(=O)c4ccccc4)s3)n2)c1	18	2%	4%	-1%	23%	-2%	-7%	1%	1%	-7%	12%
CCC(=O)N1c2ccccc2NC2=C(C(=O)CC(c3ccco3)C2)C1c1ccco1 (centres undefined)	3	-1%	1%	-5%	-4%	-18%	5%	u	1%	7%	2%
CC(=O)c1ccc(NC(=O)NNS(=O)(=O)c2ccc(F)cc2)cc1	-4	1%	20%	2%	11%	-3%	-4%	5%	11%	16%	12%

Seven entries from above, ordered by molar mass, rising:
SMILES	TRPV1 agonist	NPC1 promoter act	ELG1 repair inh	Tb PFK inh	p53 reactivator	BRCA1 expr up	Gal4-VP16 FLuc	FLuc modulator	RORg inh	Rab9 prom act	ELG1 genotox
COc1ccc(C(C)=O)cc1CSCCC(=O)O	0	-3%	1%	-2%	-1%	16%	-4%	2%	-11%	-1%	-1%
Cc1c(C)n(CC(O)CN2CCCCCC2)c2ccccc12 (centres undefined)	3	2%	-17%	0%	-21%	-23%	1%	1%	-7%	0%	-4%
O=S1(=O)CCC(NS(=O)(=O)c2cccc3cccnc23)C1 (centres undefined)	3	1%	-1%	-4%	-5%	5%	14%	4%[2.3 µM]	-1%	3%	1%
O=c1[nH]c(/C=C/c2ccc(Br)cc2)nc2ccccc12	1	0.32µM*	u	0%	u	u	0%	0.17µM*	-19%	0.4µM*	u
Nc1ncc(Br)cc1S(=O)(=O)NCCc1ccccc1	4	-1%	11%	-1%	-1%	-7%	-1%	-1%	8%	2%	-5%
Cc1ccccc1-n1nc(C)c2c(C(=O)NN)cc(-c3ccncc3)nc21	0	-6%	-14%	0%	-3%	12%	-4%	-1%	-4%	-32%[inhibitor]	2%
Cn1c(=O)cc(SCC(=O)NCCCN2CCN(c3ccccc3F)CC2)c2ccccc21	-1	8%	16%	1%	-12%	-8%	4%	-1%	-16%	-13%	1%

Source: PubChem BioAssay (National Center for Advancing Translational Sciences (NCATS))
